Bioassay records deposited in PubChem BioAssay by several laboratories.
M4 PAM – human M4 muscarinic receptor positive allosteric modulators, primary screen, CHO-K1 cells, Fluo-8 calcium fluorescence. Muscarinic acetylcholine receptor M4 (Homo sapiens), P08173. CHO-K1 hM4/Gqi5, ACh EC20; 0% = ACh EC20, 100% = maximal ACh. activation, % at 3 µM. actives 0.4% (n = 360,000). AID 624126, 2012;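 active = activation above its plate's cutoff, the mean activation of sample wells plus 3 SD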; note: some results filed as inactive read as strong as hits
Target sequence (P08173 whole entry, looked up): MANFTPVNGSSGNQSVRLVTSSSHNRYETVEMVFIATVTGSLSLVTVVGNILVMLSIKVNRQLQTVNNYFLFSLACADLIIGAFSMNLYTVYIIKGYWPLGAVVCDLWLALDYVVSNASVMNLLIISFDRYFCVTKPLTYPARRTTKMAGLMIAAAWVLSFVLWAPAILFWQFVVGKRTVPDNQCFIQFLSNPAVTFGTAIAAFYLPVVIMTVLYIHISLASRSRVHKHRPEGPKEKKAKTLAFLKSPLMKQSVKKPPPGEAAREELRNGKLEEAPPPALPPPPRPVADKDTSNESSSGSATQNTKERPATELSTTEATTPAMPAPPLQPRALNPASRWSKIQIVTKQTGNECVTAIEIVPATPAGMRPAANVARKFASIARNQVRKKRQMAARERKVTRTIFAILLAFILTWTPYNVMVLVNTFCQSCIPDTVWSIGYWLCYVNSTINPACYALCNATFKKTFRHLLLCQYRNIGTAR
CRFR2-BP ag – agonists of CRF-BP/CRF-R2 complex, primary screen, cell-based, HEK293, calcium dye fluorescence, uHTS; CRF-binding protein / CRF receptor 2 complex (human); calcium dye fluorescence (FLIPR); percent of saturating CRF peptide response; activation, % at 13.2 µM; actives 0.46% (n = 350,000);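 active = activation of at least 50%, plus an integration ratio under a set limit after plate pattern correction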;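 note: plate controls were neutral control wells without compound for no effect and CRF at EC100 for full effect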
TAAR1 antag – human TAAR1 antagonists, primary screen, Fluo-8 calcium fluorescence, CHO RD-HGA16 cells; antagonist; Trace amine-associated receptor 1 (Homo sapiens), Q96RJ0; inhibition, % at 3 µM; actives 1.5% (n = 360,000);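 active = inhibition above a per-plate cutoff, the mean inhibition of test compounds on that plate plus 3 SD, cut at about 49% in these data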;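 note: 0% = DMSO plus EC80 beta-PEA response and 100% = DMSO alone without agonist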
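Assay system: RD-HGA16 CHO cells with stable hTAAR1 and Gα16 / Reagent: EC80 β-phenethylamine stimulus / Doses: 3 µM, single point / Timing: dye loading 75 min at 37 °C, then 30 min room temperature / Measured by: Fluo-8 intracellular calcium dye fluorescence, real-time kinetic reads / Controls: vehicle wells and EC80 agonist wells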
CRFBP-R2 block – antagonists of CRF-BP/CRF-R2 complex, primary screen, cell-based, HEK293, calcium dye fluorescence, uHTS; inhibition, % at 11.8 µM; CRF-induced calcium fluorescence; actives 0.59% (n = 350,000);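 active = inhibition of the ligand-induced calcium signal above about 50% at the single tested concentration, limit read from the data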
CHRM5 PAM – human M5 muscarinic receptor positive allosteric modulators, primary screen, CHO-K1 cells, Fluo-8 calcium fluorescence | Muscarinic acetylcholine receptor M5 (Homo sapiens), P08912 | CHO-K1 hM5, ACh EC20 PAM; 0% = ACh EC20, 100% = ACh EC100 | activation, % at 3 µM | actives 0.3% (n = 360,000);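 active = activation above the run cutoff, the mean activation of all test compounds plus 3 SD, cut at about 18% in these data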
Target sequence (P08912 whole entry, looked up): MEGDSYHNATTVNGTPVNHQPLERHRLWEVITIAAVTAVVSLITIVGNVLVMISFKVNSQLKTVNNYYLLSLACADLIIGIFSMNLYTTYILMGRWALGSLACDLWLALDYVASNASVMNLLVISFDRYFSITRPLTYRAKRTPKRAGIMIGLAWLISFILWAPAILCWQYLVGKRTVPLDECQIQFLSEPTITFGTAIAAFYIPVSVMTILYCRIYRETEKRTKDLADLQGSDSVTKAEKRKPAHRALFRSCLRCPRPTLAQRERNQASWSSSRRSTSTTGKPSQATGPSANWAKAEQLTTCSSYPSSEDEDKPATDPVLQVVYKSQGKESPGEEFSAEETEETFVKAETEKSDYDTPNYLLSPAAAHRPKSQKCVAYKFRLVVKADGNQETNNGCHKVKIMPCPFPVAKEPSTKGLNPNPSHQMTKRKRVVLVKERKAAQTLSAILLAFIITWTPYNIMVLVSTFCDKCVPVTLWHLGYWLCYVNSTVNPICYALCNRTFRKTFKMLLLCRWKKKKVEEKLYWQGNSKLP
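Assay system – human M5 receptor in CHO-K1 cells · Read-out – % activation, ACh-normalized · Technique – Fluo-8 calcium fluorescence · Dosing – single-point, 3 µM nominal · Incubation – Fluo-8 loading 80 min at 37 °C plus 30 min room temperature · Repeats – singlicate, one well per test compound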
CHRM5 agonist – human M5 muscarinic receptor agonists, primary screen, CHO-K1 cells, Fluo-8 calcium fluorescence | AID 624037, 2012 | Muscarinic acetylcholine receptor M5 (Homo sapiens), P08912 | actives 0.19% (n = 360,000) | CHO-K1 hM5 cells; 0% DMSO wells, 100% maximal acetylcholine response | activation, % at 3 µM;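 active = activation above the run's mean over test compounds plus 3 SD, cut at about 23% in these data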;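 note: signal is peak over basal fluorescence ratio across the kinetic read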
M1 PAM parental – nonselective calcium activators in parental CHO-K1 cells, primary screen, counter-screen for M1 PAM project, cell-based, Fluo-8 calcium fluorescence, full deck, 1536-well. ATP EC20; 0% at ATP EC20, 100% at ATP max. activation, % at 3 µM. actives 0.02% (n = 360,000). AID 602247, 2012;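 active = activation above the run cutoff, the mean activation of all test compounds plus 3 SD, cut at about 40% in these data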;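 note: peak over basal fluorescence ratio in a 140 s read after ATP addition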
M5 antag – human M5 muscarinic receptor antagonists, primary screen, CHO cells, Fluo-8 calcium fluorescence; Muscarinic acetylcholine receptor M5 (Homo sapiens), P08912; CHO-hM5 cells, ACh EC80; inhibition, % at 3 µM; actives 0.59% (n = 360,000); AID 624040, 2012;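 active = inhibition above a per-plate cutoff, the mean of that plate's test compounds plus 3 SD, cut at about 27% in these data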;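 note: 0% = acetylcholine EC80 with DMSO and 100% = DMSO without agonist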
TAAR1 ag – human TAAR1 agonists, primary screen, Fluo-8 calcium fluorescence, CHO RD-HGA16 cells. activation, % at 3 µM. actives 0.99% (n = 360,000). vehicle wells 0%, saturating PEA agonist 100%. Trace amine-associated receptor 1 (Homo sapiens), Q96RJ0;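 active = activation above the mean activation of all test compounds in the run plus 3 SD, cut at about 38% in these data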
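Benchmarks: low control DMSO, high control PEA (EC100); System: CHO RD-HGA16 cells carrying human TAAR1 plus Gα16; Detection: Fluo-8 fluorescence, 5 s baseline then 140 s kinetic read; Schedule: 17-24 h plating, Fluo-8 75 min 37 °C, 30 min RT; Read-out basis: % activation from peak over basal fluorescence ratio, DMSO-to-PEA scaled.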
An asterisk follows results filed as active; x = not tested or not shown.

molecule	M4 PAM	CRFR2-BP ag	TAAR1 antag	CRFBP-R2 block	CHRM5 PAM	CHRM5 agonist	M1 PAM parental	M5 antag	TAAR1 ag
CCOc1ccc(C(=O)CCC(=O)N2CCC(C(=O)OC)CC2)cc1	8	2.0	-5	-1	0	-2	-4	-1	-1
O=C(CN(Cc1ccc(F)cc1)C(=O)C1CSC(=O)C1)NC1CCCCC1 (stereo not given)	0	-2.1	9	20	-7	1	2	5	-3
Cc1[nH]c2ccccc2c1C(=O)COC(=O)Cn1c(C)nc2ccccc21	-3	1.4	6	4	-9	4	19	14	4
COc1cccc(/C=N/NC(=O)c2ccc(N3CCCC3=O)cc2)c1	-5	1.2	8	0	1	-2	-6	6	2
CCc1cc(SC#N)cc(C)c1NC(=O)CCl	15	-0.4	-3	-5	5	1	10	-7	12
CCS(=O)(=O)N1CCN(c2ccc(S(=O)(=O)N3CCOCC3)cc2)CC1	3	-0.8	19	-7	-3	-3	18	-15	3
Cc1ccc(OCCOc2ccc(S(=O)(=O)N3CCCC3)cc2C(N)=O)cc1	16	-0.9	0	-5	4	3	3	0	3
COc1ccc(C2/C=C\CN(CC(C)C)CC(=O)N2Cc2ccc(F)cc2)cc1 (stereo not given)	3	0.2	14	7	11	-4	14	2	-2
Cc1nc(NCc2cccnc2)c2c3c(sc2n1)CCCC3	1	0.3	10	-42	4	-5	9	-6	0
Cc1nc2ccsc2c(=O)n1-c1ccc(Cl)cc1	1	0.2	6	0	-2	-1	11	3	1
CC/C(=N\NC(=O)c1ccc(-c2ccccc2)cc1)C12CC3CC(CC(C3)C1)C2	6	-0.2	28	-1	-5	-6	33	-3	1
Nc1ccn([C@@H]2O[C@H](CNCc3ccc(OCC(=O)Nc4nccs4)cc3)[C@@H](O)[C@H]2O)c(=O)n1	11	-1.0	-1	-3	-3	2	-11	1	1

molecule	M4 PAM	CRFR2-BP ag	TAAR1 antag	CRFBP-R2 block	CHRM5 PAM	CHRM5 agonist	M1 PAM parental	M5 antag	TAAR1 ag
COc1ccc(O)c(/C=N/NC(=O)c2ccc(CSc3nc(C)cc(C)n3)cc2)c1	-7	2.5	3	-17	-5	-3	21	3	2
CCOc1cc(/C=N/N2C(=O)NC3(CCCCC3)C2=O)cc(Br)c1O	-11	-1.3	0	9	1	-1	7	7	-1
CCCN1C(=O)/C(=N\OCC(=O)NC23CC4CC(CC(C4)C2)C3)c2ccccc21	0	-0.3	-4	23	-5	0	19	5	0
CCOc1ccc(N(C(=O)c2snc(C(N)=O)c2N)C(CC)C(=O)NC2CCCC2)cc1 (stereo not given)	-5	-2.4	-2	-16	2	0	3	-4	-4
O=C(NCc1cccs1)c1cc(-c2ccccc2)nn1CC1CC(c2cccc([N+](=O)[O-])c2)=NO1 (stereo not given)	-7	-0.6	37	2	-19	3	1	18	9
O=C(CSc1ccccn1)NC1CCCc2c1cnn2-c1ccccc1F (stereo not given)	5	-2.1	-7	-4	-2	2	-3	-1	2
COc1ccc(/C=N/NC(=O)c2cccc(Br)c2)cc1CN1CCOCC1	-3	1.0	-17	-13	-5	-3	-13	11	1
Cc1ccccc1N1C(=O)C(Cl)=C(N2CCN(c3ccccc3)CC2)C1=O	-7	-0.3	16	-2	-9	-6	12	-6	0
Cc1csc(NC(=O)C2CCN(S(=O)(=O)c3ccccc3F)CC2)n1	8	3.8	10	-8	-5	3	25	3	3
O=C(N/N=C/c1cccs1)c1cccc2cc[nH]c12	7	0.1	-1	-15	-2	1	23	1	13
CN(C(=O)CN1CCN(c2ccc([N+](=O)[O-])cn2)CC1)c1ccccc1	2	12	x	0	2	0	-8	1	x
Cc1c(C(=O)N2CCN(C3CCS(=O)(=O)C3)CC2)oc2ccc(Cl)cc12 (stereo not given)	-1	0.2	-12	5	4	1	-21	2	2

Part of the list above in order of heavy-atom count, lowest first:
molecule	M4 PAM	CRFR2-BP ag	TAAR1 antag	CRFBP-R2 block	CHRM5 PAM	CHRM5 agonist	M1 PAM parental	M5 antag	TAAR1 ag
Cc1csc(NC(=O)C2CCN(S(=O)(=O)c3ccccc3F)CC2)n1	8	3.8	10	-8	-5	3	25	3	3
Cc1ccccc1N1C(=O)C(Cl)=C(N2CCN(c3ccccc3)CC2)C1=O	-7	-0.3	16	-2	-9	-6	12	-6	0
CCCN1C(=O)/C(=N\OCC(=O)NC23CC4CC(CC(C4)C2)C3)c2ccccc21	0	-0.3	-4	23	-5	0	19	5	0

Continuation.
molecule	M4 PAM	CRFR2-BP ag	TAAR1 antag	CRFBP-R2 block	CHRM5 PAM	CHRM5 agonist	M1 PAM parental	M5 antag	TAAR1 ag
Cc1ccc(C(=O)c2oc3ccc(Cl)cc3c2NC(=O)CN2CCN(C)CC2)cc1	-2	-1.2	1	-17	1	-4	11	-6	19
O=C(Nc1cccnc1)c1ccc(S(=O)(=O)c2ccccc2)cc1	-5	1.5	6	-5	-6	2	16	-8	12
Cc1ccc(C2(O)C(=O)c3ccccc3C2=O)c(O)c1C	-7	4.3	-24	-19	0	3	9	-4	4
Cc1ccc(N2C(=O)c3cccc4cccc(c34)C2=O)cc1	4	0.8	-8	6	-3	-2	26	5	7
Cc1cc(NC(=O)c2cccc(C(=O)Nc3cc(C)on3)n2)no1	1	-0.2	-20	-9	2	3	19	-2	4
COc1ccc(-n2c3c(cc(C(=O)NC4CCSC4=O)c2=O)C(=O)CC(C)(C)C3)cc1 (stereo not given)	1	0.5	-4	23	10	3	6	-1	4
COc1ccc(S(=O)(=O)N2CCC(C(=O)NC(c3nc4ccccc4[nH]3)C(C)C)CC2)cc1 (stereo not given)	4	0.4	-50	-3	-3	-1	-4	5	4
O=C(O)CCC(=O)N1N=C(c2ccccc2)CC1c1ccc2c(c1)OCO2 (stereo not given)	6	2.5	-4	-6	2	-1	2	8	10
CN1C(=O)C(=O)/C(=C(/O)c2ccc(Br)cc2)C1c1ccccc1F (stereo not given)	-1	1.0	-5	-9	-6	-1	-7	18	2
O=C(CSC1=NCCN1)NC(c1ccccc1)c1ccccc1	-10	-0.4	-25	1	-13	-15	14	12	5
COc1ccccc1C(=O)N1CC(=O)Nc2ccc(C)cc2C1c1ccc(F)cc1 (stereo not given)	-5	-0.6	10	-8	-9	3	8	12	9
COc1ccc(-n2c(CNc3ccc(C)cc3)nnc2SCC(=O)Nc2nc(-c3ccccc3)cs2)cc1	3	-0.4	8	46	1	4	21	2	10

molecule	M4 PAM	CRFR2-BP ag	TAAR1 antag	CRFBP-R2 block	CHRM5 PAM	CHRM5 agonist	M1 PAM parental	M5 antag	TAAR1 ag
Cc1cc(N2CCOCC2)nc2ccc(NC(=O)CCC(=O)N3CCCCC3)cc12	-3	1.9	14	-12	-2	0	10	4	8
CCOc1ccccc1-n1nnnc1SCc1nc2ccccc2s1	-3	5.5	53*	-6	-19	-1	8	14	13
CC(C)Cc1nnc(NS(=O)(=O)c2ccccc2)s1	-5	-0.3	-7	2	-3	1	-3	5	4
Cc1ccc(Cn2nc3c4cc(F)ccc4n(Cc4ccc(F)cc4)cc-3c2=O)cc1	-6	-0.6	1	-16	-7	2	-2	13	0
COc1cccc(CNC(=O)CC2C(=O)NCCN2CCCc2ccccc2)c1 (stereo not given)	4	0.4	-15	10	2	-4	4	13	19
Cc1ccc(-c2cc(O)cc3sc(=O)oc23)cc1C	-6	0.2	-26	0	-5	0	15	10	-1
CCOC(=O)c1cccc(-n2c(C)cc(C=O)c2C)c1	-2	1.5	-13	-37	4	-3	16	-3	0
Cc1c(NC(=O)COC(=O)/C=C/c2ccccc2Br)c(=O)n(-c2ccccc2)n1C	7	0.8	4	13	1	1	-8	1	-1
O=C1Nc2ccccc2N(O)N1c1ccc(Cl)cc1	6	1.1	-5	-5	3	-3	13	2	2
Cc1ccc(N(CCC(=O)O)S(=O)(=O)c2cccc(C(F)(F)F)c2)cc1	-1	-2.0	-11	0	1	2	-5	5	2
Cc1cc(CNC(=O)CC2C(=O)NCCN2Cc2ccc(-c3ccccc3)cc2)nn1C (stereo not given)	-5	-1.5	-38	8	1	-2	18	5	1
O=C(Nc1ccccc1O)c1ccc(C(=O)c2ccccc2)o1	0	-5.5	20	-21	-5	-2	2	1	8

molecule	M4 PAM	CRFR2-BP ag	TAAR1 antag	CRFBP-R2 block	CHRM5 PAM	CHRM5 agonist	M1 PAM parental	M5 antag	TAAR1 ag
CC(C)(C)CN1CCNC[C@H]1Cc1ccc(O)cc1	0	0.4	4	0	0	-1	-1	8	1
COC(=O)C(C)N(C(=O)c1ccc(Cl)cc1)c1c(C)cccc1C (stereo not given)	-5	-3.6	-10	0	-2	-4	2	5	1
CN(C)c1ccc(NC(=O)CSc2nnc(-c3cccs3)n2Cc2ccco2)cc1	-5	-3.5	7	29	-5	0	5	1	2
COc1ccc(NC(=O)c2cc(S(=O)(=O)N3CCCCC3)c[nH]2)cc1Cl	1	1.3	3	3	-8	1	23	4	0
COCCN(C(=O)CCC(=O)Nc1cc(C)on1)C(C(=O)NC1CCCC1)c1ccc(C)cc1 (stereo not given)	-6	-0.6	-12	3	2	-2	12	2	-2
Cc1cccc(NC(=S)NNc2cccc(Cl)c2)c1	-1	-1.6	20	-16	-2	-3	6	13	-1
